Screens from PubChem BioAssay.
KCNQ2 block – KCNQ2 potassium channel inhibitors, primary screen, cell-based, CHO-K1, FluxOR thallium flux, B-score (AID 2156); O88943; 20 min; hits give low values; B-score at 10 µM; hit rate 1.1% among 310,000;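 active = fluorescence ratio B-score at most minus 3 library SDs, with starting brightness B-score within 2 library SDs, cut at about -5.5 in these data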
Target sequence (O88943 whole entry, looked up): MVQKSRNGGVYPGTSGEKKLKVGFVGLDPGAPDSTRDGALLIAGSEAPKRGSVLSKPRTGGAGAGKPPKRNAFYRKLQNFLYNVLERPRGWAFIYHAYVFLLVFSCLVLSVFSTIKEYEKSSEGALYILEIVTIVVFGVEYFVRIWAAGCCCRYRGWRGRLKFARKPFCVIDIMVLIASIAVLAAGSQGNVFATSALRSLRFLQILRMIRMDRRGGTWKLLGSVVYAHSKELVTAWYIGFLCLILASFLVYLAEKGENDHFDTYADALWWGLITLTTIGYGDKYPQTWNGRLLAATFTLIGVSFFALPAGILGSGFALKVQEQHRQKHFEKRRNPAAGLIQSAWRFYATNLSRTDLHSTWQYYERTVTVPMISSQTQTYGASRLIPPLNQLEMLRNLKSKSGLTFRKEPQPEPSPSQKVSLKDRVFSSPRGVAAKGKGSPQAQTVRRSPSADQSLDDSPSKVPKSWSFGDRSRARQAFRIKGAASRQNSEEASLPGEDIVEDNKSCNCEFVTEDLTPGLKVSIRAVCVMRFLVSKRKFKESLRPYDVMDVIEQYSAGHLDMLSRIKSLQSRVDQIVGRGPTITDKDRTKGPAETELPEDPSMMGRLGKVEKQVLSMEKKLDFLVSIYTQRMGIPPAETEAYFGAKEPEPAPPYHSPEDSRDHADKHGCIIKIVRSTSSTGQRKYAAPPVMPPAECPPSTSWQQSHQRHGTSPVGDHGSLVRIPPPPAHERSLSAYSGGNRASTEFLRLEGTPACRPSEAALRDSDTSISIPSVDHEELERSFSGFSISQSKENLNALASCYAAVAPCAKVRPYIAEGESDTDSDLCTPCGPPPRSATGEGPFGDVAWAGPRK
Kir21 inh – blocks the mouse Kir2.1 inward-rectifier potassium channel | P35561 | HEK293-Kir2.1, FluxOR thallium flux fluorescence; hits give low values | B-score at 10 µM | hit rate 0.85% among 310,000;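 active = fluorescence ratio B-score at or below minus 3 SD of library scores, with starting-brightness B-score within 2 SD, cut at about -4.2 in these data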;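 note: channel flux triggered by added potassium and thallium sulfate stimulus; B-score of peak minus minimum fluorescence over baseline after thallium stimulus; more negative B-score means stronger Kir2.1 block with less thallium influx; some compounds called inactive have numbers as strong as hits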
STK33 kinase inh – inhibitors of human STK33 kinase; Q9BYT3; purified STK33, MBP phosphorylation, ADP-Glo luminescence; inhibition, % at 10 µM; hit rate 0.073% among 320,000; AID 2661;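 active = inhibition at or above 25%, using the most active replicate where run in duplicate; inactive = inhibition below 25%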
Numbers without * were called inactive; i = inactive; x = no result given. Outcome played no part in choosing rows; 1.9% or so of the library scored in one or more.

SMILES | KCNQ2 block | Kir21 inh | STK33 kinase inh
Cc1ccc(S(=O)(=O)C2(C(=O)N3CCCCCC3)CC2)cc1 | i | -0.29 | 0.5
NS(=O)(=O)c1ccc(CCNC(=O)c2cccnc2)cc1 | i | 0.51 | 0.7
O=c1c2ccccc2sc2ccc(NCCCN3CCOCC3)cc12 | i | -5.8 | 57*
Cc1ccc(NC(=O)COc2ccc(N3CC(C(N)=O)CC3=O)cc2)c(C)c1 (configuration not stated) | i | 1.2 | 0.4
COCCN(C(=O)CSc1n[nH]c(-c2ccccc2)n1)c1c(N)n(Cc2ccccc2)c(=O)[nH]c1=O | i | -0.52 | 0.1
Cn1c(SCC(=O)NCCc2ccccc2)ncc(C(=O)Nc2ccc(F)cc2)c1=O | i | 0.07 | 0.7
CCOc1ccc(-c2nnn(CC#N)n2)cc1OC | i | 1.4 | -1.0
Cc1nc2nc(-c3ccc(Cl)cc3)cn2nc1C | i | -1.1 | -0.1
O=C(/C=C/c1ccco1)NCCc1ccc(F)cc1 | i | 0.78 | -0.8
O=S(=O)(Cc1ccccc1)NCc1ccccn1 | i | 0.02 | -1.5
CSc1cccc(CN2CCC(n3nccc3NC(=O)C3CC3)CC2)c1 | i | -2 | x
O=C(CNCCc1ccc(Cl)cc1Cl)NCc1ccco1 | i | -1.7 | 0.6
Cc1ccccc1NC(=S)N1CCCN(Cc2ccc(F)cc2)C1 | i | -4.5* | -1.9
Cc1cccc2sc(NNC(=O)c3ccc(S(=O)(=O)N4CC(C)CC(C)C4)cc3)nc12 (configuration not stated) | i | 1.3 | -0.1
C=CCSC1=Nc2sccc2C2=NC(=O)CN12 | i | -0.02 | -0.4
CCCn1c(=O)c(C(=O)NNC(=O)c2ccccc2[N+](=O)[O-])c(O)c2ccccc21 | i | 0.28 | -0.9
Cc1c(Cl)c([N+](=O)[O-])nn1Cc1ccc(C(=O)N/N=C\c2cc(Cl)ccc2O)o1 | i | -0.49 | -1.3
O=C(NN1C(=O)/C(=C/c2cc([N+](=O)[O-])ccc2O)SC1=S)c1ccccc1O | i | -3.6 | -3.1
CCOC(=O)C1=C(C)NC(C)=C(C(=O)OCC)C1c1ccc(C)o1 | i | -0.67 | 1.2
CC(=O)OC(C(=O)NC1CCCCC1)c1cccc(F)c1 (configuration not stated) | i | -0.04 | -1.0
CCCCCCCCCC[N+](C)(C)CC/C=C1/c2ccccc2Sc2ccc(Cl)cc21 | i | -0.81 | 32*
COc1ccc(C(=O)Nc2ccc3c(c2)n(C)c(=O)n3C)cc1OC | i | -0.48 | -1.4
CCOC(=O)c1oc2c(CN3CCN(C)CC3)c(O)ccc2c(=O)c1-c1ccc(Br)cc1 | i | -0.12 | -1.3
NNC(=O)c1cnn(Cc2ccccc2)c1N | i | 0.18 | -1.7
O=[N+]([O-])c1cccc(/C([O-])=C(/C(=S)Nc2ccccc2F)[n+]2ccccc2)c1 | i | -0.12 | 0.7
O=C(Nc1ccc(O)cc1)c1cccc(Oc2ccc([N+](=O)[O-])cc2)c1 | i | 0.68 | 0.1
Cc1ccc(C(=O)NCC(=O)OCC(=O)c2ccc3c(c2)OCCO3)cc1C | i | 0.02 | -1.1
CC[C@]12CCCN3CCc4c(n(c5ccccc45)C(=O)C1)C32 (some centres not stated) | i | 0.14 | -0.5
COc1ccc(/C=C2\SC(=S)N(CCCC(=O)NNC(=O)c3ccccc3O)C2=O)cc1 | i | 3.1 | -1.5
CCCOC(=O)c1[nH]c2c(c1C)C(=O)CC(c1cccs1)C2 (configuration not stated) | i | 1.4 | 0.5
CCCCn1c(N)c(N(CCOC)C(=O)c2c(-c3ccccc3)noc2C)c(=O)[nH]c1=O | i | 1.3 | -0.2
Cc1ccc(S(=O)(=O)N(C)C)cc1NC(=O)COC(=O)CNC(=O)C12CC3CC(CC(C3)C1)C2 | i | 0.11 | -1.6
C=CCc1cc(Cl)ccc1OCCOCCNCCOC | i | -5.9* | -1.4
Cn1c(=O)c2c(nc(N3CCOCC3)n2CCCNC2=NCCC2)n(C)c1=O | i | 2.1 | 0.2
COc1ccc(NC(C)=O)cc1NC(=O)CCn1c(=O)sc2ccccc21 | i | 1.1 | -1.1
COc1ccc(Br)cc1CN1C(=O)NC2(CCCCCC2)C1=O | i | -0.28 | 0.8
COCCn1c(C(C)C)nc2oc3ccccc3c(=O)c2c1=O | i | 0.33 | -0.1
Cc1ccc2nc(NC(=O)C3CCN(S(=O)(=O)c4cccc5nsnc45)CC3)sc2c1 | i | -0.72 | 0.4
Cc1cc(C)n2nc(C(=O)OCC(=O)N(C)Cc3ccccc3)nc2n1 | i | 0.26 | -1.4
CCOC(=O)c1sc2nc(CSc3ccccc3)nc(NCCN(C)C)c2c1C | i | -0.03 | 1.1
N#Cc1nc(Cc2ccccc2)oc1NCCc1ccccc1 | i | 0 | -2.1
N#Cc1cnc2nc(SCc3ccccc3)nn2c1 | i | -1 | 1.0
CN1CCN(C(=O)CSc2nc(-c3ccncc3)ccc2C#N)CC1 | i | 0.06 | -1.5
O=C(Cc1c(O)c2ccccc2[nH]c1=O)NC1CCCCCC1 | i | 0.81 | -0.2
CCOc1ccc(CN2CCSCC2)cc1 | i | 1 | -0.4
Cc1ccc(S(=O)(=O)NCCC(=O)Nc2cccc(Cl)c2)cc1 | i | -1.2 | -0.2
CN(c1ccccc1)S(=O)(=O)c1ccc(C(=O)Nc2nnc(-c3ccc(F)cc3)o2)cc1 | i | -1 | -0.1
CCOc1nonc1C(=N)/C(C(C)=O)=C(\C)O | i | 1.1 | -2.1
COc1ccc(-n2cc(-c3ccccc3)c3c(N4CCOCC4)ncnc32)cc1 | i | -0.53 | -0.5
Cc1c(-c2ccnc3cc(C(=O)O)nn23)cnn1C | i | 1.1 | 0.5

Copied from the list.
`O=[N+]([O-])c1cccc(/C([O-])=C(/C(=S)Nc2ccccc2F)[n+]2ccccc2)c1` in STK33 kinase inh is entered as 0.7
`Cc1ccccc1NC(=S)N1CCCN(Cc2ccc(F)cc2)C1` in STK33 kinase inh is entered as -1.9
`COc1ccc(/C=C2\SC(=S)N(CCCC(=O)NNC(=O)c3ccccc3O)C2=O)cc1` in Kir21 inh is entered as 3.1
`CCCCn1c(N)c(N(CCOC)C(=O)c2c(-c3ccccc3)noc2C)c(=O)[nH]c1=O` in STK33 kinase inh is entered as -0.2

Additional entries follow.
SMILES | KCNQ2 block | Kir21 inh | STK33 kinase inh
Nc1c2c(nc3c1CCCC3)CCCC2 (tested in a mixture with another compound) | i | -0.67 | -1.2
CCn1c(=O)c(CCC(=O)N2CCOCC2)c(C)c2c(C)nn(-c3ccccc3)c21 | i | -0.84 | -0.4
Cc1cc(/C=N/NC(=O)c2cccs2)c(C)n1-c1cnccn1 | i | 0 | -1.7
N#CC1(NC(=O)COc2ccc3ccc(=O)oc3c2)CCCCC1 | i | -2.2 | -1.2
O=C(Nc1ccc2c(c1)OCCO2)C1CCN(c2nnnn2-c2ccccc2)CC1 | i | -0.63 | 0.0
COc1cccc(NC(=O)C2(S(=O)(=O)c3ccc(Cl)cc3)CC2)c1 | i | -2 | 2.8
C/C(=C/c1ccccc1)C(=O)N1CC(C)OC(C)C1 (configuration not stated) | i | -0.9 | x
S=C(Nc1ccccc1Cl)N(CCCN1CCOCC1)Cc1ccccn1 | i | 1.1 | -1.0
CCOC(=O)C1=C(c2ccccc2)NC(=O)NC1c1cc(Br)c(O)c(OC)c1 (configuration not stated) | i | -1.7 | 0.6
COc1ccccc1C(=O)NCC(=O)N/N=C/c1ccc([N+](=O)[O-])cc1 | i | -1.5 | 0.6
C[C@@H]1Cc2c(O)c(O)cc(O)c2C(=O)O1 | i | -0.78 | -1.9
C=CCCCCc1nc2ccccc2c(=O)n1N | i | 0.04 | -0.7
COc1cc(NC(=O)c2cccs2)c(C(=O)OCC(=O)c2cc(C)n(-c3ccc(F)cc3)c2C)cc1OC | i | -0.65 | -1.2
CC(=O)c1c(C)[n+]([O-])c2ccc3c(non3O)c12 | i | 0.73 | -0.7
N#Cc1ccc(/C=C\c2nccc3c2[nH]c2ccccc23)cc1 | i | -0.39 | -0.6
COc1ccc(CN(C)C(=O)Cn2ccsc2=N)cc1OC | i | -0.31 | -0.5
COc1ccc(NC(=O)COc2cc(C)cc(C)c2)cc1S(=O)(=O)N1CCCCC1 | i | 0.51 | x
CC(=O)CC(CC(=O)NC1CCCCC1)c1ccccc1 (configuration not stated) | i | 0.84 | -6.1
C/C(=N\O)C(=O)NCc1ccncc1 | i | -0.92 | -1.0
N#Cc1nc(COc2ccc(Cl)cc2)oc1N1CCCC1 | i | 0.03 | -0.4
Cc1cccc(NC(=O)/C(=C\c2ccco2)NC(=O)c2ccccc2)c1 | i | -1 | 0.6
COc1ccccc1/C=C/C1(C(=O)NC2CCCC2)CC(=O)N1c1ccc(F)cc1 (configuration not stated) | i | -0.78 | -0.5
Cc1ccccc1N(CC(=O)N1CCCCCC1)S(C)(=O)=O | i | 0 | -0.8
Cc1nn(CC(=O)NCCc2ccco2)c(=O)c2nn(-c3ccccc3)c(C)c12 | i | -0.28 | -1.8
CC(=O)N1CCN=C1SCc1cccc(Cl)c1 | i | -2.3 | -0.5
CC(=O)CCC1CC(c2ccc(Cl)cc2)=NO1 (configuration not stated) | i | 0.5 | 0.1
CCCn1c(SCC(=O)N2CCCCC2)nnc1-c1ccco1 | i | -1.5 | 0.3
CC(=O)Nc1ccc(NC(=O)C(C)OC(=O)CNC(=O)c2ccc(-c3ccccc3)cc2)cc1 (configuration not stated) | i | -0.79 | -1.0
CN(CCCNC(=O)c1cc2c(Cl)nc3ccccc3c2s1)Cc1ccccc1 | i | -5* | 1.4
Nc1nc(Cl)cc(N2CCCC2)n1 | i | 0.1 | -0.6
CCC(=O)NC(c1ccc(OC)cc1)c1cc(Cl)c2cccnc2c1O (configuration not stated) | i | -0.07 | -3.1
COCCCNC(=O)c1ccccc1Sc1ccc(NC(C)=O)nc1 | i | 3.7 | -2.3
Clc1ccc(-c2nc(N3CCCCC3)nc3ccccc23)cc1 | i | 1.5 | -0.4
Cc1cc(/C=C2/NC(=O)N(Cc3ccccc3F)C2=O)c(C)n1-c1ccccn1 | i | -1.3 | 0.4
CCOC(=O)c1ccc(S(=O)(=O)N(CCO)Cc2cc3cc(OC)c(OC)cc3[nH]c2=O)cc1 | i | 0.02 | -1.5
CC(NC(=O)CCNS(=O)(=O)c1ccc2c(c1)oc(=O)n2C)c1ccccc1 (configuration not stated) | i | 1.2 | -0.8
Cn1c(Sc2ccc(Br)cc2)c(C=O)c2ccccc21 | i | 0.88 | -1.8
COCCN(Cc1ccccc1)C(=O)Cc1ccc(OC)c(S(=O)(=O)N2CCOCC2)c1 | i | 1.7 | -1.0
CCC(C(=O)Nc1ncccn1)(C(F)(F)F)C(F)(F)F | i | 0.04 | -0.4
CC(C)OCCCNC(=O)c1cc(S(=O)(=O)N2CCc3ccccc32)cn1C | i | 1.3 | -0.7

Profiles, quoted from the list.
Entry for COCCCNC(=O)c1ccccc1Sc1ccc(NC(C)=O)nc1 → KCNQ2 block: i; Kir21 inh: 3.7; STK33 kinase inh: -2.3
Entry for CCC(C(=O)Nc1ncccn1)(C(F)(F)F)C(F)(F)F → KCNQ2 block: i; Kir21 inh: 0.04; STK33 kinase inh: -0.4
Entry for CCOC(=O)c1ccc(S(=O)(=O)N(CCO)Cc2cc3cc(OC)c(OC)cc3[nH]c2=O)cc1 → KCNQ2 block: i; Kir21 inh: 0.02; STK33 kinase inh: -1.5

Remaining list, next part
SMILES | KCNQ2 block | Kir21 inh | STK33 kinase inh
O=c1[nH]c2cc3c(cc2cc1CN(Cc1ccccc1)Cc1nnnn1Cc1ccco1)OCCO3 | i | -0.27 | x
O=C(COC(=O)/C=C/c1ccc(F)cc1)Nc1ccccc1-c1ccccc1 | i | 0.47 | -2.3
CC1CC(C)CN(C(=O)CSCC(=O)O)C1 (configuration not stated) | i | 2.4 | -1.1
COc1ccc(Cl)cc1C(=O)NCc1ccc2c(c1)OCO2 | i | -0.11 | -0.2
COc1cc(C2C(C#N)=C(N)OC3=C2C(=O)CC(C)(C)C3)c([N+](=O)[O-])cc1OC (configuration not stated) | i | -2.8 | 1.2
O=C(Oc1ccccc1C(=O)N1CCOCC1)c1ccc(Br)cc1 | i | -0.04 | -0.9
COc1ccc(OC)c2[nH]c(=O)c(CCNC(=O)c3ccc(S(=O)(=O)N(C)C)cc3)cc12 | i | 0.68 | -2.2
Cc1nc2ccccc2c(=O)n1/N=C/c1ccccc1F | i | -0.3 | 2.3
c1ccc(-n2c(Cc3cn4ccsc4n3)nnc2N2CCOCC2)cc1 | i | -0.84 | -0.1
CCCCN1C(=O)C(=O)N(CC(=O)Nc2sc(C)c(CC)c2C(=O)OCC)C1=O | i | 0.61 | 0.6
O=C(Nc1cc(N2CCOCC2)ncn1)NC1(C(F)(F)F)Oc2ccccc2O1 | i | 2.1 | -0.6
CCSc1nnc(NC(=O)CSc2nc3c(c(=O)n2-c2ccccc2)SCC3)s1 | i | 0 | -0.6
Cc1ccc(N2CCN(C(=O)CNS(=O)(=O)c3ccc(Br)s3)CC2C)cc1 (configuration not stated) | i | 0.28 | 0.3
CC1(C)Cc2ccccc2-c2nnc(-c3ccccc3)n21 | i | -0.25 | -0.4
CN(CC1COc2ccccc2O1)C(=S)Nc1ccccc1F (configuration not stated) | i | 1.3 | -1.8
CCC(NC(=O)Cc1c(C)c2cc3c(cc2oc1=O)OC(C)(C)CC3)C(=O)O (configuration not stated) | i | 0.15 | -1.4
O=c1c2cnn(-c3ccccc3)c2nc(-c2ccco2)n1-c1ccccc1 | i | -0.04 | 0.3
O=C(CSS(=O)(=O)O)N1CCN(C(=O)c2ccoc2)CC1 | i | 1.5 | -0.3
Brc1ccc(-c2cn3nc4c(nc3n2)CCCC4)cc1 | i | -1.3 | -2.2
COc1ccc(C(=O)O)cc1NC(=S)NC(=O)C(c1ccccc1)c1ccccc1 | i | -0.1 | -1.3
